CASP6 VEID inh: caspase-6 (human) enzyme inhibition. purified caspase-6, Z-VEID-R110 cleavage fluorescence. AID 686996. P55212. actives 0.53% (n = 350,000). inhibition, % at 12.5 µM;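 active means mean inhibition across replicates at least about 35%, with every replicate also reaching that limit, limit read from the data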;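 further: 0% = median of neutral control wells and 100% = no fluorescence left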
E-selectin induc: E-selectin induction on HUVECs; P16581; HUVEC E-selectin immunofluorescence imaging; normalized: neutral wells 0, TNF-alpha wells 100; activation, % at 7.58 µM; actives 0.37% (n = 260,000); AID 686992;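 active means mean E-selectin-positive cell signal at least 10% of the positive control, reached in at least 60% of replicates, without over 20% cell loss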;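 further: in these data hits start at about 27%; measured in HUVEC primary endothelial cells; signal is the percent of cells scored E-selectin positive by PE staining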
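Test system: HUVEC; input: 3,000 HUVEC/well; measured by: immunofluorescence imaging; read-out: % PE-positive cells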
RAD52 anneal inh: RAD52 (human) annealing inhibition. actives 0.46% (n = 360,000). recombinant RAD52 DNA annealing, FRET fluorescence. AID 651710. inhibition, % at 18.7 µM;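 active means every replicate showing at least 50% inhibition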
ARNT TACC3 PPI: ARNT/TACC3 interaction disruption | actives 0.66% (n = 390,000) | inhibition, % at 9.99 µM | AlphaScreen His-ARNT PAS-B/GST-TACC3 binding, luminescence; TACC3 fragment carries E629A point mutation | AID 623870 | Q9Y6A5;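 active means mean inhibition of replicates at least 50% and at least half of replicates each reaching 50%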;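 further: 0% = complete ARNT plus TACC3 wells and 100% = ARNT alone without TACC3; many hits fall short of the cut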
PglD DTNB: PglD (C. jejuni) enzyme inhibition. purified PglD enzyme, DTNB colorimetric CoA detection. inhibition, % at 12.5 µM. actives 0.098% (n = 360,000). AID 602405; in the data active means inhibition above about 16%, passing the limit was not always enough; further: strong numbers were not always called active
ERp5 inh: ERp5 (human) disulfide isomerase inhibition | Q15084 | ERp5 insulin aggregation, absorbance 650 nm, 90 min | inhibition, % at 9.99 µM | actives 0.05% (n = 350,000) | AID 651711;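 active means mean replicate inhibition above about 25%, with every replicate also reaching it, limit read from the data, passing the limit was not always enough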
RAD54 inh: RAD54 (human) branch migration inhibition; actives 0.14% (n = 360,000); Q92698; RAD54 Holliday junction branch migration, FAM/BHQ fluorescence; inhibition, % at 10.4 µM;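 active means mean normalized replicate activity at least 40 and at least half of replicates scoring 40 or more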;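 further: 0% = median of neutral control wells and 100% = median of positive control wells; inhibitors cause a drop in the FAM fluorescence signal; in these data hits start at about 50%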
Target sequence (Q92698 whole entry, looked up): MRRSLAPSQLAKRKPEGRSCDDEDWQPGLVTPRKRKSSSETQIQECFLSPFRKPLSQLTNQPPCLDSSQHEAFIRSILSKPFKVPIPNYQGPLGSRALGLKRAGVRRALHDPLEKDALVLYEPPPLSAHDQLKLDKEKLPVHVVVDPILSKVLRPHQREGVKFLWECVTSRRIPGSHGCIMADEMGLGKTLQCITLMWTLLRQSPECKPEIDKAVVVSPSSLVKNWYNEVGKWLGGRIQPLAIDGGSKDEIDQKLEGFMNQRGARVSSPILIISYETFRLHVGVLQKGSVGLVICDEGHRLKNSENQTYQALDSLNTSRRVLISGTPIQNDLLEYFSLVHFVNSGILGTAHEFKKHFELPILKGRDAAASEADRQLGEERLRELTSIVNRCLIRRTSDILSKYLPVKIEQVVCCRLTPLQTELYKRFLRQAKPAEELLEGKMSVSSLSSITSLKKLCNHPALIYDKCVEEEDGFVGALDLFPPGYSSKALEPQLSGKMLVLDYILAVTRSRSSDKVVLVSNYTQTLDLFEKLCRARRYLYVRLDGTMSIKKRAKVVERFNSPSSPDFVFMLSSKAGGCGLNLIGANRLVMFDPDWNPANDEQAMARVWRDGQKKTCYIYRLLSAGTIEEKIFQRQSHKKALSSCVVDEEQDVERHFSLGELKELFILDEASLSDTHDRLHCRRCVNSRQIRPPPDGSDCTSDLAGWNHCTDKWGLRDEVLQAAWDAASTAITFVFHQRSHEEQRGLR
esBAF inh: SWI/SNF esBAF complex inhibition | mouse ES cells, Bmi1-luciferase knock-in reporter, 24 h; 100% = twice the neutral-well signal | reporter increase, % at 12.5 µM | actives 2% (n = 350,000) | AID 602393; in the data active means activation above about 40%;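 further: 0% = median of the plate's neutral control wells and 100% = double that signal; a rise in the Bmi1 reporter signal indicates esBAF inhibition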
* marks the source's active call; other numbers are inactive results; / = no result given; & = joins results of further samples.

canonical_smiles	esBAF inh	ERp5 inh	ARNT TACC3 PPI	PglD DTNB	RAD54 inh	RAD52 anneal inh	CASP6 VEID inh	E-selectin induc
Cc1ccc(C(=O)Nc2cccc(C(=O)N/N=C/c3ccc(F)cc3)c2)cc1	-14.7	-1.2	-19.9	-5.7	-8.7	-11.4	-1.3	2.0
Cc1cccc2c(N=NC(=O)C(C)n3cnc4ccccc4c3=O)c(O)[nH]c12 (centres undefined)	/	2.9	-2.4	/	/	-3.1	7.6	0.1
COC(=O)[C@]1(CCS(=O)(=O)c2ccccc2)N=C(c2ccc(OCCCO)cc2)O[C@@H]1c1ccccc1CN=[N+]=[N-]	/	-2.3	3.9	-2.5	-1.2	-24.7	-1.9	/
Nc1nc2c(ncn2COC(CO)CO)c(=O)[nH]1	4.1	-5.3	2.3	-3.6	-12.2	-9.1	-4.6	0.8
C/C(=N\NC(=O)c1ccc(Cn2cc(Br)cn2)o1)c1cccc(NC(=O)C(C)(C)C)c1	3.6	/	2.5	8.7	-3.1	/	/	/
O=C(CSCc1ccc(Br)cc1)N1CCCC1	/	-2.9	0.5	/	/	-15.7	2.2	2.5
CC(=O)NS(=O)(=O)c1ccc(N)cc1	-1.5&4.8	0.4&3.7	-7.6&4.0	5.0&-0.4	-5.2&-0.2	-4.1&-0.2	-1.7&-2.9	-0.1&0.0
CC(C)NC(=O)N(C)C[C@H]1Oc2c(NS(=O)(=O)c3ccc(F)cc3)cccc2C(=O)N([C@H](C)CO)C[C@H]1C	-3.8	-3.6	-1.7	-2.8	2.2	-3.0	-1.4	-0.2

(further entries)
canonical_smiles	esBAF inh	ERp5 inh	ARNT TACC3 PPI	PglD DTNB	RAD54 inh	RAD52 anneal inh	CASP6 VEID inh	E-selectin induc
O=S(=O)(c1ccccc1)c1nc(-c2ccccc2)oc1NCCCN1CCOCC1	3.5	-1.1	-10.4	-1.8	-1.8	0.6	-1.1	0.3
CCCNC(=O)COC(=O)CCC(=O)c1ccc(F)cc1	-2.6	/	-13.2	2.2	3.4	/	/	/
CC(C)C(NC(=O)C(NC(=O)C1OC2OC(C)(C)OC2C2OC(C)(C)OC12)C(C)C)C(=O)O (centres undefined)	/	7.8	-1.1	/	/	-11.9	-7.2	11.4
O=C(c1ccncc1)N1C[C@@H]2N[C@H](C1)C2c1ccc(-c2cccnc2)cc1 (some centres undefined)	/	-2.7	/	/	/	-15.1	-1.8	0.0
O=C(C(c1ccccc1)c1ccccc1)N1CCN(CCN2C(=O)c3cccc4cccc(c34)C2=O)CC1	/	3.4	-1.9	/	/	-20.6	2.9	0.0
CCOC(=O)c1c(NC(=O)C2CCCCC2)sc2c1CCN(C(C)C)C2	0.5	-6.3	3.4	-0.3	20.5	4.6	1.1	0.0
CCOC(=O)C(NC(=O)c1ccccc1)(Nc1cccc(C)n1)C(F)(F)F (centres undefined)	-11.9	4.4	4.6	5.9	-4.6	-6.4	0.2	-4.4
CC1CN(C(=O)COC(=O)c2cccs2)CC(C)O1 (centres undefined)	-4.5	/	-10.9	14.9	0.0	/	/	/

(further entries)
canonical_smiles	esBAF inh	ERp5 inh	ARNT TACC3 PPI	PglD DTNB	RAD54 inh	RAD52 anneal inh	CASP6 VEID inh	E-selectin induc
C[C@@H]1CN([C@@H](C)CO)C(=O)c2cc(C#CCC3CCCC3)cnc2O[C@H]1CN(C)S(=O)(=O)c1cccs1	-4.9	-1.8	6.1	-2.9	-1.7	-6.0	/	6.9
CC(C)C(=O)NC(NC(=S)NC1CCS(=O)(=O)C1)C(Cl)(Cl)Cl (centres undefined)	3.2	-5.7	2.3	-1.9	-1.3	3.4	0.2	/
CC(=O)C1=C(NC(=O)c2ccc(F)cc2)CC2C1C2(C)C (centres undefined)	8.6	/	-5.6	-2.7	-0.8	/	/	/
O=C(C1CC1)N1CCc2cc(Br)cc(S(=O)(=O)N3CCN(c4ccccn4)CC3)c21	1.6	/	-3.9	-2.2	1.6	/	/	/
Cc1cc(C)nc(SCC(=O)c2ccc(F)cc2)n1	1.5	2.8	-3.9	-5.6	-14.3	-9.2	-0.3	/
CNC(=O)C[C@@H]1CC[C@H]2[C@H](COc3ccc(NC(=O)c4ccccc4Cl)cc3C(=O)N2C)O1	-2.1	1.0	4.3	0.7	6.3	-3.2	-2.2	0.0
C[C@H]1CN([C@@H](C)CO)C(=O)c2cc(-c3cccc(F)c3)cnc2O[C@@H]1CN(C)C(=O)C1CCOCC1	6.3	-4.3	-6.6	-10.0	0.7	-0.9	-0.1	-0.2
CCOC(=O)C1Nc2ccc(C)cc2C2C=CCC12 (centres undefined)	-0.3	1.2	5.6	1.7	-4.0	-21.0	0.2	0.5

(listing goes on)
canonical_smiles	esBAF inh	ERp5 inh	ARNT TACC3 PPI	PglD DTNB	RAD54 inh	RAD52 anneal inh	CASP6 VEID inh	E-selectin induc
O=C(CSc1nnc(C2CC2)n1C1CC1)c1ccc(F)c(F)c1	26.2	-3.5	0.8	-0.6	-2.3	-9.5	0.4	-1.7
C[C@H]1CN([C@@H](C)CO)S(=O)(=O)c2ccc(C3=CCCCC3)cc2O[C@H]1CN(C)C(=O)c1ccccc1	2.2	5.3	3.8	-1.5	-7.2	19.8	0.1	0.6
COc1ccc(NC(=O)Nc2ccc3c(c2)C(=O)N([C@H](C)CO)C[C@@H](C)[C@@H](CN(C)CC2CCCCC2)OCCCC[C@H](C)O3)cc1	2.7	2.1	3.6	-3.6	10.1	-40.4	-2.8	-0.1
O=C(c1nnc(Cc2ccc(Cl)cc2)o1)N1CCOCC1	0.2	7.0	-9.2	1.8	-3.7	-12.9	-3.4	-0.1
COC(=O)c1ccc(NC(=O)CSc2nnc(Cc3cccn3C)n2-c2ccc(F)cc2)cc1	-3.1	4.1	/	3.4	4.7	-31.9	2.7	0.1
Cn1c(Br)nc2c1c(=O)n(CC(O)COc1ccccc1)c(=O)n2C (centres undefined)	1.2	/	-4.6	1.3	-2.6	/	/	/
Cc1noc(C)c1S(=O)(=O)Nc1ccc2c(c1)C(=O)N([C@@H](C)CO)C[C@H](C)[C@@H](CN(C)C(=O)NC(C)C)OCCCC[C@H](C)O2	-3.3	6.0	-10.1	-0.8	2.5	-68.5	-1.1	/
N#CCc1nn2c3c(cnc2c1C#N)C(=O)CCC3	-1.5	-2.0	7.8	4.1	-6.2	-16.7	2.8	/

(further entries)
canonical_smiles	esBAF inh	ERp5 inh	ARNT TACC3 PPI	PglD DTNB	RAD54 inh	RAD52 anneal inh	CASP6 VEID inh	E-selectin induc
Cc1ccc2c(c1)CCCN2C(=O)c1cccs1	-1.7	/	-3.0	-1.9	-5.5	/	/	/
COc1cc(OC)c(OC)cc1CNCCNC(=O)c1nonc1N	7.6	/	-6.6	-2.8	0.7	/	/	/
CCCCC[C@@H]1C=C(C(=O)OCC)[C@H](c2ccccc2)N1S(=O)(=O)c1ccc(C)cc1	3.2	4.0	/	5.2	-10.3	0.1	-1.3	0.1
CCCNC(=O)Nc1ccc(NC(C)=O)cc1	/	1.1	/	/	/	-9.2	0.7	-0.1
COc1ccc(NC(=O)CSc2nc3sc(C)c(C)c3c(=O)n2Cc2ccco2)cc1	1.9	4.6	4.8	-1.0	-4.5	-13.2	-1.0	/
COc1ccc(CCC(=O)Nc2ccc(N3CCOCC3)cc2)cc1	-6.4	/	3.6	-0.7	-2.3	/	/	/
Cc1ccc(C(=O)C(C)[n+]2cccc(C(N)=O)c2)cc1 (centres undefined)	/	3.1	-0.8	-2.8	6.1	-21.4	-1.9	1.9
O=C(c1ccccc1F)N1CC[C@H]2[C@H](CO)Nc3ccc(-c4cccc(F)c4)cc3[C@H]21	0.8	-0.7	13.1	-1.4	-1.7	-0.7	/	0.2

More compounds:
canonical_smiles	esBAF inh	ERp5 inh	ARNT TACC3 PPI	PglD DTNB	RAD54 inh	RAD52 anneal inh	CASP6 VEID inh	E-selectin induc
COc1cc(/C=N/N2C(=O)CSC2=S)ccc1O	9.1	/	25.5	6.1	-43.2	/	/	/
COc1ccc(OCC(=O)Nc2c(C)ccc3nsnc23)cc1	1.6	0.4	5.3	2.2	11.5	15.2	34.7	-1.0
COc1ccc(C(C#N)=Cc2ccc(NC(C)=O)cc2)cc1	20.9	-1.3	2.1	-1.3	12.2	-9.4	2.4	-0.1
O=C(NCCNS(=O)(=O)c1ccccc1)c1ccc([N+](=O)[O-])cc1	-6.5	-5.0	/	-8.3	-12.7	-1.7	0.2	/
O=C(C1CC1)N1CCCCN2[C@H](CO)[C@H](c3ccc(C#CC4CC4)cc3)[C@H]2C1	/	-2.9	8.5	0.6	-0.5	15.3	0.1	/
C[C@@H]1CN([C@H](C)CO)C(=O)c2cc(NS(=O)(=O)c3ccc(F)cc3)ccc2O[C@@H](C)CCCCO[C@@H]1CN(C)C(=O)c1ccncc1	-2.8	-2.8	3.5	-1.9	-8.3	11.6	-0.4	-0.2
CC(C)NC(=O)N[C@@H]1CC[C@H](CCNC(=O)C2CC2)O[C@@H]1CO	-7.3	2.4	8.7	0.3	5.8	3.4	0.0	-0.2
COc1ccc(CNC(=O)CCCn2c(=S)[nH]c3cc4c(cc3c2=O)OCO4)cc1	-1.8	/	-5.5	-2.8	-2.4	-8.3	1.9	0.2

Carrying on.
canonical_smiles	esBAF inh	ERp5 inh	ARNT TACC3 PPI	PglD DTNB	RAD54 inh	RAD52 anneal inh	CASP6 VEID inh	E-selectin induc
CN1C(=O)c2cc(NC(=O)c3ccc(F)cc3)ccc2OC[C@@H]2O[C@H](CC(=O)O)CC[C@H]21	-3.2	3.2	-11.2	-1.1	6.7	1.6	-3.3	0.0
Cc1nc2ccccn2c1-c1csc(NCc2ccco2)n1	8.5	/	13.3	1.8	0.3	/	/	/
CN(C)CC(=O)N1[C@@H](C#N)[C@@H](c2ccc(-c3cccc(C(=O)N(C)C)c3)cc2)[C@@H]1CO	0.3	1.1	-4.2	-1.6	-5.8	-26.2	-4.3	0.4
O=C(NCCCN1CCOCC1)C(=O)NCC1OCCN1S(=O)(=O)c1cc(F)ccc1F (centres undefined)	-3.1	-6.4	0.0	-0.9	-4.8	11.3	-50.3	/
COc1ccc(S(=O)(=O)Nc2ccc3c(c2)C(=O)N([C@H](C)CO)C[C@H](C)[C@H](CN(C)Cc2ccccc2)OCCCC[C@@H](C)O3)cc1	0.4	/	-20.4	-0.9	2.2	/	/	-0.3
COc1ccc(-c2cnc(N)nc2-c2ccc(OC)cc2O)cc1	/	-8.0	/	0.5	-4.6	3.9	-0.3	/
N#C[C@@H]1[C@@H](c2ccccc2-c2ccc(F)cc2)[C@H](CO)N1C(=O)NC1CCCC1	/	-1.7	/	/	/	-2.3	-0.5	0.3
CC(=O)c1c(C)nc(-c2ccc(OCC(=O)Nc3cccc(C)c3C)cc2)n1O	3.3	-3.8	6.1	4.8	-1.6	-5.1	2.2	1.3
